TDP1 cell noCPT: qHTS for Inhibitors of human tyrosyl-DNA phosphodiesterase 1 (TDP1): qHTS in cells in absence of CPT; DT40 Tdp1-/- hTDP1 cells, no CPT, ATP luminescence, 48 h; hit rate 15% among 420,000; Potency, µM (doses to about 46.2 µM), without a hit: top-dose activity change, negative = growth inhibition, actives largely listed as inhibitors; AID 686978, 2013; also: nearly all actives have a fitted effect of over 55% in size
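Growth kinetics read by CellTiter-Glo luminescence after ≥48 hr at 37 °C. Cells: DT40 Tdp1-/- stably carrying human TDP1, 400 per well, compound exposure in the absence of CPT (DMSO vehicle).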
TDP1 block: TDP1 (human) enzyme inhibition | hit rate 0.28% among 350,000 | Potency, µM (series often up to 130 µM), for the others: at the top dose activity change, negative = inhibition, hits mostly inhibitors | Q9NUW8 | recombinant TDP1, AlphaScreen DNA substrate cleavage | AID 485290; also: nearly all actives have a fitted effect of over 40% in size
Target sequence (Q9NUW8 whole entry, looked up): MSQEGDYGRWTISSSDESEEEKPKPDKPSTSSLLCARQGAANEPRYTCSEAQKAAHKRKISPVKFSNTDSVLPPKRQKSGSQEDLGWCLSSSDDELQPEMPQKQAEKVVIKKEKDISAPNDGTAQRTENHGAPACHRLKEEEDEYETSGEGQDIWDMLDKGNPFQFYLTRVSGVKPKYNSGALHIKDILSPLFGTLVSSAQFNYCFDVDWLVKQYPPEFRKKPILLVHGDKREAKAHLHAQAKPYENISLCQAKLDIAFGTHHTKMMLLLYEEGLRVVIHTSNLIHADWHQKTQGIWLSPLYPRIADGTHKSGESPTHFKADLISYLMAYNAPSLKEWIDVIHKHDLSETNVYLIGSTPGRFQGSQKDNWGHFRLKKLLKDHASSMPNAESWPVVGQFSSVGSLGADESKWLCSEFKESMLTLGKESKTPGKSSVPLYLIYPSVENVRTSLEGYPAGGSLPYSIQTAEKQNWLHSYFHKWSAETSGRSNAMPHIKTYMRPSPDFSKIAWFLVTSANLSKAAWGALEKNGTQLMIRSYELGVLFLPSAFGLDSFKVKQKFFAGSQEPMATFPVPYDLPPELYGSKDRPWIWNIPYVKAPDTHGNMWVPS
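Compounds were preincubated with Tdp1 (1 nM final) for 15 min at room temperature before substrate (15 nM final) started a 5 min reaction; beads (10 ug/ml final) were then added for 10 min before AlphaScreen detection.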
TDP1 cell CPT: DT40-hTDP1 cell growth loss with CPT | chicken DT40 Tdp1-/-;hTDP1 cells + 20 nM CPT, ATP luminescence, 48 h | Potency, µM (series often up to 46.2 µM), for inactives: at the top dose activity change, negative = growth inhibition, usual class: inhibitors | hit rate 12% among 420,000 | AID 686979; also: nearly all actives have a fitted effect of over 55% in size
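Chicken DT40 Tdp1-/- cells complemented with human TDP1, 400 cells/well, exposed to compounds plus 20 nM camptothecin for at least 48 h at 37 C; viability read as ATP content by CellTiter-Glo luminescence.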
* hit, by the source's call; ? = inconclusive; nt = no result given; [ ] = dose if it differs, or a comment. Calls follow the shape of the dose curve; as a rule, active = well fitted curve in the direction sought with a large enough effect; inconclusive = small, poorly fitted or top-dose-only effect, or another doubt; inactive = no such curve, though single readings can be large; an effect the other way counts as inactive or inconclusive. % is scaled to controls: 0 for no effect and ±100 for the full control effect; potency is read from the fitted curve at half-maximal effect. Rows are unselected; about 18% have a hit in one of these screens.

Each structure is followed by: TDP1 cell noCPT, TDP1 block, TDP1 cell CPT
COc1ccc(/C=C/c2c(-c3ccc(OC)cc3)oc3ccccc23)cc1
  -16%, nt, -9%
COC(=O)c1ccc(C(=O)Nc2ccc3c(c2)C(=O)NC3=O)cc1
  -2%, 3%, 10%
CN(C)S(=O)(=O)c1ccc(/C(O)=C2/C(=O)C(=O)N(CCN3CCCCC3)C2c2cccnc2)cc1 (configuration not stated)
  15%, nt, ?
CSc1ccc(Cl)c(C(=O)N2CCOc3ccccc32)c1
  16µM*, 2%, 18µM*
CCOC(=O)c1cccc(NC(=O)c2ccc(NC(=O)c3ccco3)cc2)c1
  ?, 1%, ?
COc1ccc(N(CC(O)CN2C(=O)NC(C)(C)C2=O)S(=O)(=O)c2ccc(C)cc2)cc1 (configuration not stated)
  1%, 2%, -12%
C=CCSc1nc2c(cnn2-c2ccccc2)c(=O)n1N
  -28%, nt, 5%
COc1ccccc1NC(=O)C(C)OC(=O)CCNS(=O)(=O)c1ccc(C)c(C)c1 (configuration not stated)
  ?, -14%, ?
Cc1ccc(C(=O)C(C)OC(=O)CN2C(=O)NC3(CCCC3)C2=O)cc1 (configuration not stated)
  -4%, -1%, -9%
CCOc1cc(CNCc2ccncc2)cc(Cl)c1OC
  -12%, 1%, -23%

Among those listed so far, these have a halogen:
Each structure is followed by: TDP1 cell noCPT, TDP1 block, TDP1 cell CPT
CSc1ccc(Cl)c(C(=O)N2CCOc3ccccc32)c1
  16µM*, 2%, 18µM*
CCOc1cc(CNCc2ccncc2)cc(Cl)c1OC
  -12%, 1%, -23%

Other records:
Each structure is followed by: TDP1 cell noCPT, TDP1 block, TDP1 cell CPT
Cc1c(Br)c([N+](=O)[O-])nn1CC(=O)Nc1nccs1
  9%, 8%, -5%
COc1ccc(Oc2cn[nH]c2-c2ccc(O)cc2O)cc1
  ?, 9%, -30%
COc1cccc(Nc2nc3ccccc3nc2NS(=O)(=O)c2cccs2)c1
  10µM*, 4%, 9.2µM*
Cc1nonc1OCCn1c([N+](=O)[O-])cnc1C
  8%, 5%, 4%
Cc1ccccc1NCc1ccccc1O
  -18%, 7%, 0%
CCOC(=O)c1sc(N(Cc2ccccc2)C(=O)CSc2ncn[nH]2)nc1C
  ?, 12%, ?
COc1cc(C(C)=O)ccc1OCC(=O)Nc1ccc(C)c(S(=O)(=O)N2CCCCCC2)c1
  16µM*, -2%, 8.2µM*
COC(=O)c1ccc(NC(=O)N2CCC(CN3CCc4ccccc4C3)CC2)cc1
  -27%, 4%, ?
COc1ccc(N2C(=O)NC(NC(=O)C(C)(C)C)(C(F)(F)F)C2=O)cc1 (configuration not stated)
  1%, nt, 2%
O=C(NCc1cccnc1)c1cc(S(=O)(=O)N2CCOCC2)c(Cl)cc1Cl
  -22%, nt, 4%
Cc1ncc2c(c1CNC(=O)c1ccc3c(c1)OCO3)CCN(C(=O)c1cn3ccccc3n1)C2
  -15%, nt, 17%[9.04 µM]
O=C1c2cccnc2C(=O)N1CNc1ccc(Cl)cc1
  -10%, -3%, -8%
O=S(=O)(c1ccc(NC(=S)N2CCCCC2)cc1)N1CCCCC1
  ?, nt, ?
COc1ccc(NS(=O)(=O)c2c(C(=O)N3CCCCCC3)c(C)n(C)c2C)cc1
  4%, 7%, ?
COC(=O)c1ccc(COc2cccn3c(N(C)C(=O)CCC4CCCC4)c(C)nc23)cc1
  21µM*, nt, 18µM*
COc1ccc(C(=O)CSc2nnc(CN3CCCCC3)n2-c2ccc(Cl)cc2)cc1OC
  21µM*, 1%, ?
CCn1c(C)nc2cc(C(=O)N/N=C/c3ccc(N4CCOCC4)cc3)ccc21
  ?, 8%, -17%
COc1cccc2oc(CCc3ccccc3)cc(=O)c12
  ?, nt, ?
CSCCC(C(=O)NC1=NCCS1)N1C(=O)c2ccccc2C1=O (configuration not stated)
  -1%, 4%, 1%
Nc1nc(N)c2snnc2n1
  ?, nt, 2%
CCN(CC)c1ccc(/C=C(\C#N)C(=O)NCc2ccccc2)cc1
  ?, nt, -3%
COc1cccc(NC(=S)NC(=O)c2cccnc2)c1
  1%, nt, -12%
CCn1cc(S(=O)(=O)NC(C)c2cc(OC)ccc2OC)cn1 (configuration not stated)
  15%, 2%, 4%
Cc1c(NC(=O)c2cc(-c3ccc(Cl)s3)nc3ccccc23)c(=O)n(-c2ccccc2)n1C
  16µM*, -1%, ?
COc1ccc(NS(=O)(=O)c2cc(NC(=O)c3nc4nc(C)cc(C)n4n3)ccc2C)cc1
  ?, 2%, 7%
Cc1ccc(NS(=O)(=O)c2ccc3c(c2)oc(=O)n3C)c(C)c1
  ?, nt, ?
CC(C(=O)Nc1nccs1)c1ccc([N+](=O)[O-])cc1 (configuration not stated)
  -23%, -1%, -13%
CCC[C@H]1COCCS(=O)(=O)N1Cc1ccc(Br)cc1
  11µM*, nt, ?
O=C(Nc1ccc(F)c(Cl)c1)C1CCCC1
  -14%, nt, 2%
CC(C)NS(=O)(=O)c1ccc(OCC(=O)Nc2ccccc2F)cc1
  -3%, 0%, 2%
CCCOc1ccc(-c2nnn(CC(=O)Nc3cccc(C(=O)OC)c3)n2)cc1
  ?, 6%, ?
COc1ccc(N2C(=O)c3ccccc3NC2c2ccc(OC)c(CSc3ccccn3)c2)cc1 (configuration not stated)
  -23%, 4%, -14%
COc1ccc(NC(=S)Nc2ccccc2)cc1
  ?, 3%, ?
COCCNC(=S)NNC(=O)c1cc(C2CC2)nc2ccccc12
  3%, 5%, -3%
O=C(NCc1ccc(F)cc1)Nc1ccc(Cl)cc1
  -22%, 8%, -15%
O=c1cc(C(F)(F)F)oc2c1ccc1ccccc12
  -28%, 2%, 3%
COC1=CC(=NCl)C=CC1=NCl
  16µM*, nt, 21µM*
CC(C)(C)NCc1cc(Br)ccc1OC1CCCC1
  16µM*, 1%, ?
COC(=O)c1ccc(NC(=O)CC2C(=O)N(c3ccc(F)cc3)C(=O)N2Cc2ccc(OC)cc2)cc1 (configuration not stated)
  18µM*, 8%, ?
O=C(O)C1CCC[C@@H]2[C@@H]3CC(CN12)[C@@H]1CCCCN1C3 (some centres not stated)
  -21%[9.04 µM], 4%, -27%[9.04 µM]
Cc1ccc(Cn2c(=O)c3c(nc4n3CCN4Cc3ccco3)n(C)c2=O)cc1
  ?, 2%, ?
Clc1ccc(SCCOCCN2CCCCC2)cc1
  16µM*, 0%, ?
CC(Sc1cccc2cccc(C(=O)O)c12)C(=O)O (configuration not stated)
  8%, 5%, -3%
NS(=O)(=O)c1ccc(NC(=O)COC(=O)c2ccc(S(=O)(=O)N3CCOCC3)cc2)cc1
  -12%, -2%, -9%
CC(=O)Nc1ccc(S(=O)(=O)NNC(=O)C2CCCCC2)cc1
  10%, 4%, -18%
CCOC(=O)N1CCN(c2ccc(C(=O)c3cccc(F)c3)cc2)CC1
  21µM*, -4%, 13µM*
COc1cccc(/C=N/n2c(COc3ccccc3)n[nH]c2=S)c1
  -26%, nt, -4%
Cc1ccc2c(=O)cc(C(=O)Nc3nnc(CC(C)C)s3)oc2c1C
  2%, 9%, 23%
Nc1nc(N2CCCCC2)nc(N(c2ccccc2)c2ccccc2)n1
  ?, 4%, ?
C/C(=N/NC(=O)CN1CCN(S(=O)(=O)c2ccc(Br)cc2)CC1)c1cccnc1
  ?, 5%, 3%

Additional compounds
Each structure is followed by: TDP1 cell noCPT, TDP1 block, TDP1 cell CPT
O=C(NCc1ccc2c(c1)OCO2)C1CCCN(C(=O)c2ccc(Cl)cc2)C1 (configuration not stated)
  -28%, 2%, -5%
NS(=O)(=O)c1cccc(NC(=O)c2ccc3nc[nH]c3c2)c1
  -10%, nt, 24%
Cc1cc(-c2n[nH]c(=S)n2/N=C/c2ccc(Br)s2)n[nH]1
  ?, 3%, -2%
O=C(N/N=C\c1cn[nH]c1-c1ccccc1)c1cccnc1
  -10%, 0%, -7%
CC(=O)c1ccc(-c2nnc(CCC(=O)N(C)Cc3c(C)nc4ccccn34)o2)s1
  ?, nt, ?
COC(=O)c1ccc(-n2nnnc2SCC(=O)Nc2ccccc2F)cc1
  -21%, 1%, -19%
COc1cccc(OC)c1OCCCCN1CCCC1
  -18%, -4%, -15%
CCSc1nc2sc3c(c2c2[n+]1CC(CBr)O2)CCCC3 (configuration not stated)
  -27%, -1%, -18%
OCCN(Cc1ccccc1)Cc1ccc(C(F)(F)F)cc1
  ?, 1%, ?
CCCCN(C(=O)c1cccc(S(=O)(=O)N(C)c2ccc(C)cc2)c1)c1c(N)n(CC(C)C)c(=O)[nH]c1=O
  -17%, nt, -1%

By substructure, the compounds so far with a furan ring, fused or not (3)
Each structure is followed by: TDP1 cell noCPT, TDP1 block, TDP1 cell CPT
COc1ccc(/C=C/c2c(-c3ccc(OC)cc3)oc3ccccc23)cc1
  -16%, nt, -9%
CCOC(=O)c1cccc(NC(=O)c2ccc(NC(=O)c3ccco3)cc2)c1
  ?, 1%, ?
Cc1ccc(Cn2c(=O)c3c(nc4n3CCN4Cc3ccco3)n(C)c2=O)cc1
  ?, 2%, ?

(more compounds)
Each structure is followed by: TDP1 cell noCPT, TDP1 block, TDP1 cell CPT
COc1ccc(C(C(=O)NCC2CCCO2)N(C(=O)Cn2nnc3ccccc32)c2ccc(NC(C)=O)cc2)cc1OC (configuration not stated)
  -15%, -1%, -4%
Cc1ccc(S(=O)(=O)N2C(c3ccc(Cl)c(Cl)c3)CC=C(C(=O)O)C2c2cccc(Cl)c2)cc1 (configuration not stated)
  ?, nt, ?
CC(C)Cn1c(=O)c2c(nc3n2CCCN3Cc2ccccc2)n(C)c1=O
  ?, nt, -27%
CCN(Cc1nc(-c2ccccc2)no1)C(=O)COc1cccc(OC)c1
  -23%, -18%, 10%
CC(=O)c1c(C)[nH]c(C(=O)NC2CCSc3ccccc32)c1C (configuration not stated)
  ?, 6%, ?
CCN1C(=NCc2cc(OC)c(OC)c(OC)c2)N[C@@H](c2ccccc2)C(C(=O)OC)=C1C
  -16%, 0%, ?
COc1cc(C(=O)O/N=C(\N)Cc2ccc([N+](=O)[O-])cc2)cc(OC)c1OC
  15µM*, 3%, 3.7µM*
COc1ccc(NC(=O)N(C)C[C@@H]2OCc3cn(nn3)CCCC(=O)N([C@H](C)CO)C[C@H]2C)c(OC)c1
  -14%, nt, -6%
COCCNC(=O)c1c[nH]n2c(=O)cc(C3CCN(C(=O)OC(C)(C)C)CC3)nc12
  -9%, 4%, 0%
O=[N+]([O-])c1cccc(/C=C/c2nc3ccc([N+](=O)[O-])cc3[nH]2)c1
  -75%, 4%, ?
COc1ccc(-c2nc(SC(CC(=O)NCCO)c3cccs3)n[nH]2)cc1 (configuration not stated)
  2%, 5%, -5%
COc1ccc(CCNC(=O)CSCc2ccc(Cl)cc2)cc1OC
  ?, 0%, ?
CCNc1ccc(C2(O)C(=O)c3ccccc3C2=O)cc1
  6%, 1%, 12%
Cc1ccc(C(=O)N/C(=C\c2ccccc2)C(=O)NCCN2CCOCC2)cc1
  2%, 1%, 1%
CCOc1ccccc1NC(=O)CSc1nc(=O)[nH]c2c1CCCC2
  ?, 8%, ?
NC(=S)N/N=C/c1ccc(-c2ccc(Cl)c(Cl)c2)o1
  13µM*, 3%, 23µM*
CCC(Cn1nnc2ccccc2c1=O)NC(=O)Nc1ccc(C)cc1 (configuration not stated)
  ?, 5%, -9%
Cc1ccc(NC(=O)[C@H](Cc2c[nH]c3ccccc23)NC(=O)[C@@H]2Cc3ccccc3CN2)c(C)c1
  ?, nt, ?
CC(NC(=O)CSc1cccc(C(F)(F)F)c1)c1ccccc1 (configuration not stated)
  ?, 3%, ?
COc1ccc([C@H]2CC(=O)C=C(c3cc(F)ccc3F)C2)cc1OC
  -52%, 2%, ?
CCc1cccc(NS(=O)(=O)c2ccc3c(c2)NC(=O)C(C)S3)c1 (configuration not stated)
  ?, 2%, 21µM*
Cc1cc(CN2C(=O)c3ccccc3C2=O)no1
  2%, -2%, 5%
O=C(c1ccccc1)c1ncc[nH]1
  4%, nt, 8%
C/C(=N\Nc1ccc(Cl)cc1)c1c(O)cc(C)oc1=O
  -9%, 12%, -2%
Cc1ccc(C(=O)Nc2c(C)cc(C)c3cccnc23)cc1
  16µM*, -5%, ?
CC1(C)SC(=S)N(/N=C/c2ccccc2O)C1N(O)C(=O)Nc1ccccc1 (configuration not stated)
  16µM*, 6%, 12µM*
Cc1ccccc1NC(=O)Nc1ccc2nc(N3CCN(C)CC3)cc(C)c2c1
  ?, 2%, ?
CS(=O)(=O)c1ccc(Cl)c(NC(=O)c2cccc(Br)c2)c1
  0%, 0%, 20%
CC(C)NC(=O)CN1C(=O)c2cccc3cccc1c23
  9%, nt, 0%
C[C@H](NC(=O)N1CCn2c1nc1ccccc12)C(=O)NCc1ccccc1
  18%, 0%, -6%

Screens: PubChem, National Center for Advancing Translational Sciences (NCATS)
